HCV inh = qHTS Assay for Inhibitors of Hepatitis C Virus (HCV) | AID 651820, 2012 | hit rate 3.4% among 340,000 | Huh7.5.1 HCVcc-Cre infection, luciferase reporter, 44 h | Potency, µM (doses to about 41.8 µM), for inactives: at the top dose activity change, negative = inhibition, hits mostly inhibitors
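Whole-lifecycle infectious HCVcc-Cre system; cells 1,000/well, compound then virus (~0.5 moi) added 4 h after plating, 44 h culture. Luciferase read 15 sec following 15 min substrate incubation, room temp.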
LmPK inh = qHTS Assay for Inhibitors of Leishmania Mexicana Pyruvate Kinase (LmPK) | Q27686 | purified LmPK, Kinase-Glo ATP luminescence, 1 h | Potency, µM (doses to about 57.5 µM), for inactives: at the highest dose activity change, negative = inhibition, hits mostly inhibitors | hit rate 0.37% among 290,000
Target sequence (Q27686 whole entry, looked up): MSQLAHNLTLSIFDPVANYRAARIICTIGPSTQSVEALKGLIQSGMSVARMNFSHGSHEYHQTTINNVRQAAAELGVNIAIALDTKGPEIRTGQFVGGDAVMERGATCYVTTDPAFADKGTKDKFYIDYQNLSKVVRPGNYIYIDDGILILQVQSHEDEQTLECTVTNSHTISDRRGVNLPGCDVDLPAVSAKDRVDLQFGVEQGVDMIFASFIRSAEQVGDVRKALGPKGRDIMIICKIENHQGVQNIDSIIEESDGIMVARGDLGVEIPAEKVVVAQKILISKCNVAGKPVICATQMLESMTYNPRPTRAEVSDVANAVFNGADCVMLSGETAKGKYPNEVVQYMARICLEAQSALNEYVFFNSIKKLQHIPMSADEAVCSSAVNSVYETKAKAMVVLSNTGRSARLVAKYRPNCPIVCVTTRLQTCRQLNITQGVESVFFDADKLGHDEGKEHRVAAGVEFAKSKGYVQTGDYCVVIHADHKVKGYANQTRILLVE
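Purified LmPK (0.1 nM) with 0.5 mM PEP and 0.1 mM ADP in imidazole buffer pH 7.2 with MgCl2/KCl, 1 h at room temperature. ATP formed was read by luciferase luminescence and normalized to no-enzyme and uninhibited controls.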
Sm TGR block = qHTS Assay for the Inhibitors of Schistosoma Mansoni Peroxiredoxins. purified TGR, DTNB reduction, TNB absorbance 405 nm. AID 485364, 2010. Schistosoma mansoni thioredoxin glutathione reductase (TGR), Q962Y6. hit rate 3% among 360,000. Potency, µM (top dose mostly 114 µM), without a hit: at the top dose activity change, negative = inhibition, actives largely listed as inhibitors; also: nearly all actives have a fitted effect of over 60% in size
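TGR 20 nM + NADPH 100 uM (dispensed conc.), cpd preinc 15 min RT; start with NADPH (500 uM addition) then DTNB (15 mM addition). Kinetic TNB absorbance, 405 nm filter. Four-parameter Hill fit across titration.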
Pf growth 48h = Primary qHTS for delayed death inhibitors of the malarial parasite plastid, 48 hour incubation. P. falciparum luciferase growth in erythrocytes, 48 h. Potency, µM (doses to about 28.7 µM), inactives show at the highest dose activity change, negative = inhibition, most hits filed as inhibitors. hit rate 5.9% among 310,000. AID 504832, 2011
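Compounds are pin-transferred into medium, infected erythrocytes (2% hematocrit, 0.1% parasitemia final) are added, and plates sit one parasite generation at 37 C in 5% CO2. Detection reagent is then added and luminescence measured.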
Pf growth 96h = Primary qHTS for delayed death inhibitors of the malarial parasite plastid, 96 hour incubation | hit rate 6.9% among 320,000 | Potency, µM (series often up to 28.7 µM), for inactives: top-dose activity change, negative = inhibition, usual class: inhibitors | AID 504834, 2011 | P. falciparum luciferase reporter growth, 96 h
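Luminescence readout: decreased luciferase signal marks inhibited growth of reporter-expressing P. falciparum in infected red cells (2% hematocrit, 0.05% parasitemia final), exposed to compound two generations (96 h, 37 C, 5% CO2).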
Tb PYK inh = qHTS of Trypanosoma Brucei Inhibitors | pyruvate kinase (Trypanosoma brucei), Q57TT1 | TbPYK enzyme, Kinase-Glo Plus ATP luminescence, 45 min | Potency, µM (doses to about 76.8 µM), without a hit: at the highest dose activity, negative = inhibition, hits mostly inhibitors | hit rate 0.12% among 410,000; also: nearly all actives have a fitted effect of over 50% in size
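Assay buffer: 50 mM TEA pH 7.2, 100 mM KCl, 10 mM MgCl2, 0.05% BSA, 0.01% Tween-20. Pyruvate kinase from T. brucei plus substrate met compound, then ADP (130 uM final). Luminescence was read post 45 min RT.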
An asterisk follows results filed as active; ? = inconclusive; / = not tested or not shown; & = joins results of further samples; [ ] = remark or other dose. Calls follow the shape of the dose curve; as a rule, active = well fitted curve in the direction sought with a large enough effect; inconclusive = small, poorly fitted or top-dose-only effect, or another doubt; inactive = no such curve, though single readings can be large; an effect the other way counts as inactive or inconclusive. % is scaled to controls: 0 for no effect and ±100 for the full control effect; potency is read from the fitted curve at half-maximal effect.

SMILES	HCV inh	LmPK inh	Sm TGR block	Pf growth 48h	Pf growth 96h	Tb PYK inh
Cc1cc(O)c2c(CN3CCN(Cc4ccccc4)CC3)cc(=O)oc2c1	?	1.9%	-31.6%	?	8.28µM*	0.0%
CCOc1cc(/C=C2/C(=O)NC(=O)N(c3ccc(CC)cc3)C2=O)ccc1OC(=O)c1cccs1	-1.2%	-0.8%	35.5µM*	17.3%	7.3%	-15.3%
COc1ccc(OC)c(-c2csc(NC(=O)Cc3ccc(F)cc3)n2)c1	?	-2.5%	11.3%	?	-32.4%	-6.2%
COc1ccc(CCNC(=O)C(=O)NCC2OCCN2S(=O)(=O)c2ccc(OC)c(C)c2)cc1 (configuration not stated)	15.8µM*	-8.4%	5.8%	-8.7%	-8.5%	1.2%
Cc1sc2nc(CN3CCN(c4ccc(O)cc4)CC3)[nH]c(=O)c2c1C	-6.2%	14.1µM*	?	?	11.7µM*	-28.5%
CCOc1ccccc1OCCOCCN1CCN(Cc2ccccc2)CC1	-9.8%	-0.1%	/	-16.2%	43.2%[activator]	2.5%
OC(CCCCN1CCCCC1)c1ccccc1 (configuration not stated)	-3.9%	4.2%	-26.6%	-0.6%	?	-2.5%
Cc1c(C(=O)Nc2ccc(F)c(F)c2)oc2ccc(S(=O)(=O)N3CCCCC3)cc12	6.31µM*	3.0%	7.4%&12.3%	13.1µM*	/	3.2%&0.3%
CC(C)(C)c1ccc(-c2n[nH]c(=S)n2C2CCCC2)cc1	?	10µM*	-1.4%	/	46.6%[activator]	?
Cn1c(N)c(C(=O)/C=C/c2ccccc2)c(=O)[nH]c1=O	12.4%	4.6%	-10.4%	98.9%[activator]	33.8%[activator]	?

Random excerpt: 4 entries already listed
SMILES	HCV inh	LmPK inh	Sm TGR block	Pf growth 48h	Pf growth 96h	Tb PYK inh
COc1ccc(OC)c(-c2csc(NC(=O)Cc3ccc(F)cc3)n2)c1	?	-2.5%	11.3%	?	-32.4%	-6.2%
Cc1cc(O)c2c(CN3CCN(Cc4ccccc4)CC3)cc(=O)oc2c1	?	1.9%	-31.6%	?	8.28µM*	0.0%
CCOc1ccccc1OCCOCCN1CCN(Cc2ccccc2)CC1	-9.8%	-0.1%	/	-16.2%	43.2%[activator]	2.5%
CCOc1cc(/C=C2/C(=O)NC(=O)N(c3ccc(CC)cc3)C2=O)ccc1OC(=O)c1cccs1	-1.2%	-0.8%	35.5µM*	17.3%	7.3%	-15.3%

Next structures follow.
SMILES	HCV inh	LmPK inh	Sm TGR block	Pf growth 48h	Pf growth 96h	Tb PYK inh
Cc1ccc(S(=O)(=O)N2CCCC(C(=O)N(Cc3cccs3)C3CC3)C2)cc1 (configuration not stated)	15.8µM*	2.8%	?	5.22µM*	13.1µM*	0.5%
CCOC(=O)C1=C(c2ccccc2)NC(N)=NC1c1ccc(OCc2ccc(C(=O)OC)cc2)cc1 (configuration not stated)	?	-5.6%	-1.9%	4.65µM*	7.38µM*	4.0%
O=C(Nc1ccc(Cl)cc1)OCCn1nnnc1C(c1ccccc1Cl)N1CCOCC1 (configuration not stated)	?	5.4%	-6.2%	14.7µM*	?	-15.1%
Clc1nc(CN2CCOCC2)nc2sc3c(c12)CCC3	-11.5%	-2.3%	-34.5%	6.2%	0.0%	1.1%
CCOC(=O)C1CCCN(c2c(C(=O)c3ccccc3)cnc3ccccc23)C1 (configuration not stated)	1.4%	11.9%	-4.0%	-29.4%	5.2%	-6.5%
COc1ccccc1NC(=O)Cc1noc(CSc2nnc(N)s2)n1	-2.4%	-0.9%	-2.2%	?	/	-3.4%
S=C1NCCc2ccc(Cl)cc2C1c1ccccc1Cl (configuration not stated)	-27.7%	3.6%	3.0%	11.7µM*	?	-5.3%
O=c1c2cc3c(nc2[nH]c(=S)n1-c1ccccc1)CCCC3	-3.9%	2.4%	-1.5%	5.2%	5.2%	3.1%
c1cnc(Nc2nc(-c3ccc4ccccc4c3)cs2)nc1	-8.9%	0.2%	4.0%	75.2%[activator]	168.6%[activator]	5.9%
CN(CCOC(=O)/C=C/c1ccco1)Cc1ccccc1	15.3%	13.6%	2.51µM*	31.8%[activator]	53.3%[activator]	-4.4%
CC1=C(C(=O)Nc2cccc([N+](=O)[O-])c2)C2(CCC(C)CC2)OC1=O (configuration not stated)	5.8%	0.3%	-6.9%	?	0.37µM*	2.6%
Cc1ccc2nc(N/C(N)=N/S(=O)(=O)c3ccc([N+](=O)[O-])cc3)nc(C)c2c1	?	-0.2%	-10.7%	-19.1%	-30.7%	3.0%
COc1ccc(C2=CC(=O)C[C@H](c3ccc(OC)c(OC)c3)C2)cn1	10.5%	/	-8.7%	?	-11.4%	?
O=C(NNc1cccc(Cl)c1)c1cccnc1Cl	0.8%	-2.0%	4.9%	5.5%	17.1%	-1.9%
O=c1o[nH]c(-c2ccccc2)c1C=Nc1ccc(Cl)cc1	5.4%	-1.1%	-24.5%	16.1%	?	1.1%
O=C(CCc1nc2ccccc2c(=O)[nH]1)N1CCN(S(=O)(=O)c2ccc(Cl)c(C(F)(F)F)c2)CC1	-11.0%	/	0.6%	?	-1.2%	-2.3%
c1ccc(-n2ncc3cccnc32)cc1	1.9%	-4.7%	7.8%	30.4%[activator]	79.1%[activator]	-3.9%
Cc1ccc(CS(=O)(=O)CCC(=O)N2CCOCC2)cc1	4.1%	3.2%	0.0%	5.9%	18.6%	14.7%
O=C(CSc1nc2ccccc2s1)NC1CCS(=O)(=O)C1 (configuration not stated)	8.1%	-0.3%	-28.2%	2.5%	/	-3.9%
Cc1cc(=O)[nH]c(SC(C(=O)O)c2ccccc2)n1 (configuration not stated)	34.9%[activator]	0.9%	7.4%	-5.3%	-1.7%	0.9%

A few values from the entries so far:
For Sm TGR block, O=c1o[nH]c(-c2ccccc2)c1C=Nc1ccc(Cl)cc1 has the entry -24.5%
For Tb PYK inh, CC1=C(C(=O)Nc2cccc([N+](=O)[O-])c2)C2(CCC(C)CC2)OC1=O (configuration not stated) has the entry 2.6%
For Pf growth 96h, COc1ccc(C2=CC(=O)C[C@H](c3ccc(OC)c(OC)c3)C2)cn1 has the entry -11.4%

In the list so far, these contain two or more sulfur atoms.
SMILES	HCV inh	LmPK inh	Sm TGR block	Pf growth 48h	Pf growth 96h	Tb PYK inh
Cc1ccc(S(=O)(=O)N2CCCC(C(=O)N(Cc3cccs3)C3CC3)C2)cc1 (configuration not stated)	15.8µM*	2.8%	?	5.22µM*	13.1µM*	0.5%
COc1ccccc1NC(=O)Cc1noc(CSc2nnc(N)s2)n1	-2.4%	-0.9%	-2.2%	?	/	-3.4%
O=C(CSc1nc2ccccc2s1)NC1CCS(=O)(=O)C1 (configuration not stated)	8.1%	-0.3%	-28.2%	2.5%	/	-3.9%

Profiles, looked up by structure. Screens in order: HCV inh	LmPK inh	Sm TGR block	Pf growth 48h	Pf growth 96h	Tb PYK inh
Results for O=C(CCc1nc2ccccc2c(=O)[nH]1)N1CCN(S(=O)(=O)c2ccc(Cl)c(C(F)(F)F)c2)CC1 = -11.0%	/	0.6%	?	-1.2%	-2.3%
Results for COc1ccc(C2=CC(=O)C[C@H](c3ccc(OC)c(OC)c3)C2)cn1 = 10.5%	/	-8.7%	?	-11.4%	?

(cont.)
SMILES	HCV inh	LmPK inh	Sm TGR block	Pf growth 48h	Pf growth 96h	Tb PYK inh
Cc1cccc(C)c1NC(=O)CNC(=O)c1cccnc1	3.3%	2.7%	-1.2%	33.2%[activator]	34.8%[activator]	-6.5%
COc1ccc(/C=C/C(=O)c2ccccc2)c(OC)c1	-17.3%	-18.0%	-1.0%	161.2%[activator]	3.6%	-2.9%
Cc1ccc(C(=O)Oc2cccc(NC(=O)c3ccccc3)c2)cc1C	5.8%	-0.3%	-4.4%	40.8%[activator]	28.1%	-18.9%
COCCNC(=O)Cn1cc(/C=C2\C(=O)NC(=O)N(c3ccccc3F)C2=O)c2ccccc21	4.6%	3.0%	-16.9%	7.0%	-8.1%	-15.5%
COC(=O)c1c(C)oc(C)c1S(=O)(=O)NCc1ccc(OC)cc1	19.6%	5.0%	-8.6%	4.1%	19.6%	-2.4%

Compound activity (PubChem)
